S1P4 ag: human S1P4 receptor agonism; actives 0.35% (n = 220,000); activation, % at 4.98 µM; S1P4-expressing cell line, agonist reporter assay; in the data active = activation above about 11%;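 also: 0% = DMSO vehicle and 100% = reference agonist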
NCF1 inh: blocks human p47phox regulatory protein of NADPH oxidases; P14598; p47phox/p22phox peptide binding, fluorescence polarization, 2 h; inhibition, % at 24.7 µM; actives 0.53% (n = 220,000); AID 1274;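 active = inhibition above about 30%, limit read from the data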;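 also: 0% = p47phox with labelled peptide and 100% = labelled peptide alone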
NPY-Y1 antag: antagonists of human neuropeptide Y receptor Y1 | P25929 | HEK293-CNG Y1 cells, membrane potential fluorescence; NPY at EC95, then isoproterenol | inhibition, % at 3.6 µM | actives 1% (n = 200,000) | AID 1040;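 active = inhibition above the campaign mean inhibition of all tested compounds plus 3 SD, cut at about 20% in these data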;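 also: 0% = DMSO wells given NPY plus isoproterenol and 100% = isoproterenol alone without NPY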
Target sequence (P25929 whole entry, looked up): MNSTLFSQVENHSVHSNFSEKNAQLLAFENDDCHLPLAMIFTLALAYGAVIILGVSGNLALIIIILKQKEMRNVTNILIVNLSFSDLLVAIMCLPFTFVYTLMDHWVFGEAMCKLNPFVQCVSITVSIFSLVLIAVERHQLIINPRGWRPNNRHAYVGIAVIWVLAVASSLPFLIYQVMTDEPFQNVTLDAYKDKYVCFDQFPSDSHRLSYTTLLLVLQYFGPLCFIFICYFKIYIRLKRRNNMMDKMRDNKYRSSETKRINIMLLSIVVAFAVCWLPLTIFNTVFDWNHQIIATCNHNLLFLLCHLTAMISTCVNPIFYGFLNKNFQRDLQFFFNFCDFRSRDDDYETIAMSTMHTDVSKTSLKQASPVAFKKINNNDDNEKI
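Material: Y1- and CNG-channel-expressing HEK293 cells / Probe or stimulus: NPY 25 nM then isoproterenol 1 µM plus Ro 20-1724 25 µM / Doses: 3.6 µM single dose, DMSO 0.4% / Schedule: compound incubation 1 h at room temperature, readout 45 min post-stimulation / Signal: membrane potential fluorescence / Benchmarks: isoproterenol-only wells as full block versus NPY-plus-isoproterenol wells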
Ba/F3 V617F tox: reduce viability of Ba/F3 cells dependent on JAK2V617F; Ba/F3 EpoR-JAK2V617F viability, ATP luminescence; inhibition, % at 5.6 µM; actives 1.1% (n = 220,000); AID 1446;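 active = inhibition above the campaign mean plus 3 SD over all tested compounds, cut at about 24% in these data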;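 also: cytokine-independent growth of Ba/F3 cells driven by EpoR plus mutant JAK2; 0% = DMSO-treated cells and 100% = JAK inhibitor I control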
S1P4 antag: antagonists of human S1P4 receptor; O95977; S1P4-expressing cells, antagonist mode, reporter read-out; inhibition, % at 4.98 µM; actives 0.26% (n = 220,000); AID 1510; in the data active = inhibition above about 29%;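 also: 0% = wells stimulated with agonist and 100% = vehicle wells without agonist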
CHOP inhibitor: blocks CHOP induction under ER stress. actives 3.8% (n = 220,000). inhibition, % at 10 µM. CHO-K1 CHOP-promoter luciferase, tunicamycin-induced, 15-18 h;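 active = compounds that reduced the stress-induced luciferase reporter signal by more than about 70% of percent inhibition, limit read from the data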;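 also: 0% = tunicamycin plus vehicle and 100% = wells without tunicamycin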
NPY1 pot ag: potentiates or activates human NPY-Y1 receptor | P25929 | NPY-Y1 expressing cells, potentiator/agonist activation | activation, % at 3.6 µM | actives 0.37% (n = 220,000) | AID 1304; in the data active = activation above about 33%, passing the limit was not always enough;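 also: cells stimulated with NPY at EC10 then isoproterenol at EC100; 0% = low agonist plus stimulus and 100% = saturating agonist plus stimulus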
NPY-Y2 PAM-ag: potentiates or activates human NPY-Y2 receptor; P49146; cells expressing NPY-Y2, potentiator/agonist read-out; activation, % at 3.6 µM; actives 0.45% (n = 220,000); in the data active = activation above about 27%;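 also: cells stimulated with NPY near EC25 plus isoproterenol at EC100; 0% = vehicle plus submaximal agonist and 100% = vehicle plus saturating agonist; some results beyond the cut were filed as inactive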
Target sequence (P49146 whole entry, looked up): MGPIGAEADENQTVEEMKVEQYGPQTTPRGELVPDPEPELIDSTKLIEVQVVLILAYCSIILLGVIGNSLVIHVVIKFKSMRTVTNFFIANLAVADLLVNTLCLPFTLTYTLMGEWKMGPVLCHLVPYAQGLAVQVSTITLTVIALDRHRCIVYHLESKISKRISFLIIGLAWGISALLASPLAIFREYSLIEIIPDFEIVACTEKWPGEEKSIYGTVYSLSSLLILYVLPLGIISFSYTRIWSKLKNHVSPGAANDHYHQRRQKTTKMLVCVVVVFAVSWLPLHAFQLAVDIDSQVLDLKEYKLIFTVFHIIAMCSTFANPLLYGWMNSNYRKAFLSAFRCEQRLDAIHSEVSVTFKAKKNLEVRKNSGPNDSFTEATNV
BaF3 tox: reduces parental Ba/F3 cell viability, JAK2V617F counter-screen; CellTiter-Glo ATP luminescence; inhibition, % at 5.6 µM; actives 1.1% (n = 220,000); AID 1486;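 active = inhibition above a per-campaign cutoff, the mean inhibition of all tested compounds plus 3 SD, cut at about 27% in these data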;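 also: 0% = DMSO wells and 100% = JAK Inhibitor I control wells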
* = called active by the depositor; / = no result given.

SMILES	S1P4 ag	NCF1 inh	NPY-Y1 antag	Ba/F3 V617F tox	S1P4 antag	CHOP inhibitor	NPY1 pot ag	NPY-Y2 PAM-ag	BaF3 tox
COc1cc(NC(=O)COc2ccc(Cl)cc2)ccc1NC(=O)C(C)C	0.9	-6	/	0	-16	7	-3	8	-1
CC1(C)NC(=O)N(CC(=O)Nc2nc(-c3ccc(F)cc3)cs2)C1=O	-1.9	-13	1	0	1	4	23	-10	4
Cc1cc(C)n(C2CC(=O)N(c3ccc(Cl)c(Cl)c3)C2=O)n1 (stereo not given)	1.1	-6	/	-1	7	11	-5	13	-3
CC(C)CC(=O)NC(Nc1ccccc1F)C(Cl)(Cl)Cl (stereo not given)	-0.9	2	1	-2	4	53	33	9	2
O=C(COc1ncnc2c(Cl)cc(Cl)cc12)N1CCCCC1	-1.3	-4	2	-4	-10	-11	18	1	2
COc1ccc(C2C=C(c3ccc(Br)s3)Nc3ncnn32)cc1OC (stereo not given)	0.6	-21	-1	-1	5	-2	-1	9	4
O=C(Nc1ccc(S(=O)(=O)N2CCCc3ccccc32)cc1)C1CCCO1 (stereo not given)	1.9	-3	4	2	-8	15	-17	11	3
Cc1ccc(OC(=O)c2cccnc2)cc1	1.9	-5	-3	-3	-9	11	4	-8	0
COc1ccccc1NC=C1C(=O)OC2(CCCCC2)OC1=O	2.5	-15	4	-5	-10	5	9	8	3
CCN1C(=O)c2cccc3c(S(=O)(=O)Nc4c(C)n(C)n(-c5ccccc5)c4=O)ccc1c23	0.4	6	8	-3	-3	-6	-19	1	-3
CCOc1cc2[nH]c(=O)n(CCc3ccc(OC)c(OC)c3)c(=O)c2cc1OCC	0.2	5	3	0	-5	-19	14	-10	4
CCN(CC)S(=O)(=O)c1ccc(C(=O)OCCN2C(=O)CCC2=O)cc1	1.9	-8	-1	-2	-11	10	8	-2	12
CC(C)OC(=S)N/C(=N\S(=O)(=O)c1ccccc1)c1ccccc1	0.9	-20	-1	0	10	26	-8	9	0
Nn1c(Cc2ccccc2F)nnc1SCCOc1ccc(Cl)cc1	0.6	-5	-5	2	-17	60	-14	-6	4
COc1ccc2nc(SCC(=O)Nc3ccccc3C)[nH]c2c1	-0.1	1	1	-4	-14	-16	-7	-20	1
Cc1c(NC(=O)C(C)OC(=O)COc2cccc3c2OC(C)(C)C3)c(=O)n(-c2ccccc2)n1C (stereo not given)	-0.3	2	2	4	-20	1	8	4	2
CCN(CC)S(=O)(=O)c1ccc(N2CCOCC2)c(NC(=S)NC(=O)c2ccco2)c1	-0.3	-13	/	-2	0	-3	9	-10	-1
Cn1c(CNC(=O)OC(C)(C)C)nnc1SCc1c(Cl)cccc1Cl	56*	-1	/	3	-5	1	-17	-13	4
CC(C)(C)OC(=O)N/N=C/c1ccc(C(=O)O)cc1	1.3	-3	3	-1	-14	9	-8	10	10
O=C(CC1SC(N2CCCCC2)=NC1=O)Nc1cccc(C(F)(F)F)c1 (stereo not given)	0.9	5	-6	-2	-14	18	1	-7	1
CSc1nncc(/C(C)=N/O)n1	1.6	12	-2	-1	3	21	-7	-1	7
N#Cc1ccc(/C=N/NC(=S)Nc2ccc(S(=O)(=O)N3CCOCC3)cc2)cc1	0.3	-25	/	-1	-27	59	12	-2	-3
COC(=O)c1ccc(-c2ccc(/C=N/N3C(=O)C4C5C=CC(CC5)C4C3=O)o2)cc1 (stereo not given)	-1.7	-1	3	-6	-4	14	-5	-2	-1
COc1ccc(N(CC(=O)Nc2nccs2)S(=O)(=O)c2c(C)[nH]c(=O)[nH]c2=O)cc1	1.5	-9	6	-2	-17	-33	-4	-11	-3
COC(=O)c1cc2occc2n1CC(=O)N(C)C1CCCCC1	0.9	-7	11	3	-3	1	-1	-27	6
Cc1[nH]n(-c2ccc(Cl)cc2)c(=O)c1C=Nc1ccc(S(=O)(=O)N2CCOCC2)cc1	0.8	-13	7	0	-3	19	-8	0	5
COc1cc(CCC(=O)OCC(=O)Nc2cccc(S(N)(=O)=O)c2)cc(OC)c1OC	2.0	-7	-2	-4	-13	32	17	-6	3
CC1(C)CC(=O)N(c2ccccc2)C1(C)O (stereo not given)	-1.0	-3	5	-3	-7	-6	9	5	1
O=c1cc(O)c2sc(Nc3ccc(Cl)c(F)c3)nc2[nH]1	-2.0	-56	/	-4	2	-9	7	-14	1
COc1ccc(C(=O)N/C(=C\c2ccc3c(c2)OCO3)C(=O)NCCc2nc3ccccc3[nH]2)cc1	0.2	-19	-1	3	-14	-10	15	3	7
COCCn1nnnc1SCC(=O)c1ccc(F)cc1	-3.0	-12	-1	0	4	7	-6	2	7
Cc1cc(C)cc(NC(=O)N2c3ccccc3NC(=O)CC2C)c1 (stereo not given)	0.6	4	/	-3	4	9	5	4	1
O=c1c2ccccc2sn1-c1cc(S(=O)(=O)N2CCOCC2)ccc1N1CCCC1	0.5	58*	-3	2	-6	26	2	5	5
CCCc1nn(C)c(C(=O)Nc2cccc(CC)c2)c1Cl	0.9	-7	12	2	-8	54	9	-14	3
Cc1ccc(-c2csc(N3CCC(C(N)=O)(N4CCCCC4)CC3)n2)cc1	-0.9	-8	0	-2	-2	82*	5	-11	2
O=C(Cc1cn2ccsc2n1)Nc1ccccc1Oc1ccccc1	-0.2	-2	-3	-4	7	32	10	3	2
Cc1ccc(C)c(-n2cc(CNC(C)Cn3cncn3)c(-c3ccccc3)n2)c1 (stereo not given)	0.2	-15	/	-4	6	-3	-5	0	2
CC(=O)N1C(=O)N(C(C)=O)C2C1N(C)C(=O)N2C(C)=O (stereo not given)	8.0	18	-4	-3	3	-7	1	1	4
O=C(CSc1nncn1-c1cccnc1)N1CCOCC1	45*	-3	1	0	-11	-7	-12	12	2
COc1ccc(C(=O)COC(=O)c2ccccc2NS(=O)(=O)c2ccc(O)c([N+](=O)[O-])c2)cc1	0.2	-7	/	0	-2	-8	-4	-17	0
CCN(CC)S(=O)(=O)c1ccc(N2CCN(S(=O)(=O)c3ccc4c(c3)OCCO4)CC2)nc1	-1.2	-4	-6	0	2	64	15	1	10
O=C(Nc1cccc(F)c1)N1C2CCC1CC(O)(c1cccnc1)C2 (stereo not given)	-1.1	0	3	-1	-4	-15	-5	8	-2
COC(=O)c1sc2nc3c(cc2c1N)CCCC3	-1.4	-8	3	-1	7	6	14	9	6
N#CC1=C(N)OC2=C(C(=O)CCC2)C12C(=O)N1CCCc3cccc2c31 (stereo not given)	2.3	-1	2	-2	-10	5	-8	-9	-1
O=C(O)/C=C/C(=O)Nc1ccc(C(=O)c2ccccc2)cc1	0.0	-2	0	-1	1	1	1	-7	2
Cc1ccc2c(COC(=O)CC3Sc4ccccc4NC3=O)cc(=O)oc2c1C (stereo not given)	0.2	-7	5	3	-19	9	-6	2	9
Cc1ccc(/C(N)=N/OC(=O)C23CC4CC(CC(C4)C2)C3)cc1	1.7	3	7	1	-9	51	8	-6	3
c1ccc(CN2CCOCCOCCOCCOCCOCCOCC2)cc1	0.9	2	-1	-2	-2	4	2	3	6
Cc1ccc(-n2c(N)c(C(=O)N3CCCCC3)sc2=S)cc1	-1.0	-6	6	-4	5	1	20	10	4
CCOC(=O)N1CCC(NC(=O)C2CCCN(c3nc4ccccc4o3)C2)CC1 (stereo not given)	0.6	-9	-5	-4	-7	21	18	5	-2
O=C(O)CCC1(c2ccccc2)NC(=O)NC1=O (stereo not given)	-2.3	-2	/	-3	-1	1	-8	18	1
CC(=O)c1sc(-c2ccc(F)cc2F)nc1C	-0.8	3	/	-3	5	13	0	9	-3
COC(=O)c1ccc(C(=O)Nc2cc(Cl)ccc2Cl)cc1NC(=O)c1ccccc1C	2.6	-7	1	-1	-12	30	-18	-7	3
O=C(CCC(=O)Nc1nnc(C2CCCCC2)s1)NCc1cccs1	0.1	6	0	-1	-5	2	7	-2	3
COC(=O)c1cccnc1-n1c(=O)c2cccnc2n(Cc2cccc([N+](=O)[O-])c2)c1=O	0.9	-5	-4	2	-11	-3	2	0	3
O=C(/C(=N/N=C/c1ccc(O)c(O)c1O)c1ccccc1)c1ccccc1	0.1	-40	-10	-1	-13	72*	7	6	6
CCCCCOC(=O)c1ccccc1C(=O)O	-0.5	-7	5	-2	-7	25	-3	-1	3
CCn1c(C)nc2cc(C(=O)NNC(=O)c3ccc(Cl)nc3)ccc21	-0.8	-21	-1	-5	-16	-9	16	15	1
O=C(CN1CCC(n2nnc3cc(F)ccc32)CC1)NCCc1ccccc1	0.3	-21	1	-6	-3	-6	-7	12	-2
N#C/C(=C\c1ccc(-c2ccc(S(=O)(=O)N3CCOCC3)cc2)o1)C(=O)NC1CC1	0.9	-14	-5	2	-8	-7	3	7	3

Single records, as listed above. Order of values: S1P4 ag, NCF1 inh, NPY-Y1 antag, Ba/F3 V617F tox, S1P4 antag, CHOP inhibitor, NPY1 pot ag, NPY-Y2 PAM-ag, BaF3 tox
O=C(CCC(=O)Nc1nnc(C2CCCCC2)s1)NCc1cccs1 as listed: 0.1, 6, 0, -1, -5, 2, 7, -2, 3
N#C/C(=C\c1ccc(-c2ccc(S(=O)(=O)N3CCOCC3)cc2)o1)C(=O)NC1CC1 as listed: 0.9, -14, -5, 2, -8, -7, 3, 7, 3

Next section:
SMILES	S1P4 ag	NCF1 inh	NPY-Y1 antag	Ba/F3 V617F tox	S1P4 antag	CHOP inhibitor	NPY1 pot ag	NPY-Y2 PAM-ag	BaF3 tox
CCOC(=O)c1c(C)n(-c2ccccc2)c2ccc(O)c(CN(C)C)c12	-2.7	-4	20	2	-11	-16	20	5	-3
O=C(CN1CCCCC1)Nc1ccccc1Oc1ccccc1	-1.4	6	/	-7	-2	7	-7	-4	0
CCCCCCS(=O)[C@H]1CS(=O)(=O)C[C@@H]1S(=O)CCCCCC (stereo not given in full)	-0.2	1	3	4	-11	24	7	-5	1
COC(=O)Cc1nc2ccccc2[nH]1	2.3	-21	8	-5	-11	10	2	-10	-1
Cc1noc(C)c1C(=O)NCCC1=CCCCC1	1.2	9	0	-3	-15	-15	-10	-2	0
O=C(Nc1ccc(Cl)c(Cl)c1)c1ccc(Cn2c(=O)[nH]c3ccsc3c2=O)cc1	-2.0	-7	-1	-4	6	-29	-1	-5	-1
CCCNC(=O)c1c(O)c2c([nH]c1=O)CCCC2	-0.1	0	4	-4	0	23	4	1	1
Cc1ccc(NC(=O)/C(=C/c2cccs2)NC(=O)c2ccco2)cc1	1.2	5	-2	-3	-27	-5	-9	-8	29*
O/N=C/C1=C(Cl)c2ccccc2CC1	-0.1	-2	3	-2	4	-1	6	-21	8
CCCCn1c(SCC(=O)Nc2ccc3c(c2)CCC3)nc2ccccc2c1=O	0.1	-16	11	0	-15	40	-3	3	7
Cc1cc2nc(-c3ccc(SCC(=O)N4CCN(C(=O)c5ccco5)CC4)nc3)[nH]c2cc1C	-0.8	-68	0	5	15	25	-6	-34	9
Cc1nc2ccccc2c2oc(C(=O)NCc3ccc4c(c3)OCO4)cc12	1.4	121*	9	3	-20	46	-25	-8	1
NS(=O)(=O)c1ccc(NC(=O)COC(=O)c2cn(-c3ccccc3)nc2-c2ccccc2)cc1	0.6	-23	/	-3	-16	97*	27	15	-7
Cc1onc(-c2ccccc2Cl)c1C(=O)Nc1ncn[nH]1	-0.7	-8	5	6	-7	10	-3	-6	9
